Pin1 inh – blocks the human prolyl isomerase Pin1; Q13526; Pin1 FP peptide displacement, HiFluor488, 10 min; Potency, µM (highest dose often 115 µM), inactives show top-dose activity, negative = inhibition, usual class: inhibitors; 390,000 compounds, 0.009% hits; active = well fitted inhibition curve with a large enough effect in the polarisation, with a control signal flat, not every such curve was filed as active; inconclusive = small, poorly fitted or top-dose-only effect, or effect the other way, or a change in a side signal; inactive = no such curve, though single readings can be large or run the other way; the % refers to the polarisation; note: potency is the fitted concentration of half-maximal effect; % is set by controls: 0 for no effect and ±100 for the full control effect
Tb PGK inh – blocks T. brucei phosphoglycerate kinase | AID 602233 | Potency, µM (top dose mostly 57.5 µM), for the others: top-dose activity change, negative = inhibition, usual class: inhibitors | PGK/GAPDH coupled, Kinase-Glo luminescence, 60 min | 380,000 compounds, 0.043% hits; note: potency is the fitted concentration of half-maximal effect; % is set by controls: 0 for no effect and ±100 for the full control effect; nearly all actives have a fitted effect of over 60% in size
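Recombinant glycosomal PGK reaction used 1,3-bisphosphoglycerate generated in-well by GAPDH (100nM final) in 100mM TEA pH 7.6, 5mM MgCl2, 0.01% Tween-20. After 60 minutes at room temperature, ATP was read by Kinase-Glo Plus luminescence end-point.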
JMJD2A Tudor – blocks the human JMJD2A Tudor domain; O75164; AlphaScreen JMJD2A-Tudor / H3K4me3 peptide binding; Potency, µM (titrated, usually from 114 µM), for inactives: at the highest dose activity change, negative = inhibition, usual class: inhibitors; 390,000 compounds, 4.4% hits; AID 504339; note: potency is the fitted concentration of half-maximal effect; % is set by controls: 0 for no effect and ±100 for the full control effect; nearly all actives have a fitted effect of over 50% in size
GLS inhibitor – blocks human kidney-isoform glutaminase activity. Potency, µM (top dose mostly 45.5 µM), for inactives: at the top dose activity change, negative = inhibition, usual class: inhibitors. GLS enzymatic activity, qHTS titration. AID 624170. 410,000 compounds, 0.21% hits. O94925; note: potency is the fitted concentration of half-maximal effect; % is set by controls: 0 for no effect and ±100 for the full control effect
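Assay buffer: 45 mM KH2PO4 pH 8.2, 0.02% Tween-20. hKGA acts on L-glutamine (1 mM solution added); product glutamate is reported by an oxidase/peroxidase Amplex Red coupling, with fluorescence taken at baseline and 30 min.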
G9a block – inhibitors of human histone lysine methyltransferase G9a | Q96KQ7 | G9a H3K9 monomethylation, AlphaScreen, 2 h | Potency, µM (series often up to 102 µM), inactives show top-dose activity, negative = inhibition, hits mostly inhibitors | 350,000 compounds, 8.8% hits | AID 504332; note: potency is the fitted concentration of half-maximal effect; % is set by controls: 0 for no effect and ±100 for the full control effect; nearly all actives have a fitted effect of over 75% in size
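G9a (20 nM) preincubated 15 min RT with compounds, then 500 nM biotinylated H3K9 peptide and 20 uM SAM added; 2 h RT reaction. Monomethyl-H3K9 product detected by AlphaScreen with anti-H3K9me1 antibody, streptavidin donor and anti-rabbit IgG acceptor beads.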
BAZ2B block – inhibitors of human BAZ2B bromodomain; Q9UIF8; AlphaScreen BAZ2B-H3K14Ac peptide displacement; Potency, µM (highest dose often 114 µM), inactives show at the top dose activity change, negative = inhibition, usual class: inhibitors; 360,000 compounds, 4.4% hits; AID 504333; note: potency is the fitted concentration of half-maximal effect; % is set by controls: 0 for no effect and ±100 for the full control effect; nearly all actives have a fitted effect of over 60% in size
Target sequence (Q9UIF8 whole entry, looked up): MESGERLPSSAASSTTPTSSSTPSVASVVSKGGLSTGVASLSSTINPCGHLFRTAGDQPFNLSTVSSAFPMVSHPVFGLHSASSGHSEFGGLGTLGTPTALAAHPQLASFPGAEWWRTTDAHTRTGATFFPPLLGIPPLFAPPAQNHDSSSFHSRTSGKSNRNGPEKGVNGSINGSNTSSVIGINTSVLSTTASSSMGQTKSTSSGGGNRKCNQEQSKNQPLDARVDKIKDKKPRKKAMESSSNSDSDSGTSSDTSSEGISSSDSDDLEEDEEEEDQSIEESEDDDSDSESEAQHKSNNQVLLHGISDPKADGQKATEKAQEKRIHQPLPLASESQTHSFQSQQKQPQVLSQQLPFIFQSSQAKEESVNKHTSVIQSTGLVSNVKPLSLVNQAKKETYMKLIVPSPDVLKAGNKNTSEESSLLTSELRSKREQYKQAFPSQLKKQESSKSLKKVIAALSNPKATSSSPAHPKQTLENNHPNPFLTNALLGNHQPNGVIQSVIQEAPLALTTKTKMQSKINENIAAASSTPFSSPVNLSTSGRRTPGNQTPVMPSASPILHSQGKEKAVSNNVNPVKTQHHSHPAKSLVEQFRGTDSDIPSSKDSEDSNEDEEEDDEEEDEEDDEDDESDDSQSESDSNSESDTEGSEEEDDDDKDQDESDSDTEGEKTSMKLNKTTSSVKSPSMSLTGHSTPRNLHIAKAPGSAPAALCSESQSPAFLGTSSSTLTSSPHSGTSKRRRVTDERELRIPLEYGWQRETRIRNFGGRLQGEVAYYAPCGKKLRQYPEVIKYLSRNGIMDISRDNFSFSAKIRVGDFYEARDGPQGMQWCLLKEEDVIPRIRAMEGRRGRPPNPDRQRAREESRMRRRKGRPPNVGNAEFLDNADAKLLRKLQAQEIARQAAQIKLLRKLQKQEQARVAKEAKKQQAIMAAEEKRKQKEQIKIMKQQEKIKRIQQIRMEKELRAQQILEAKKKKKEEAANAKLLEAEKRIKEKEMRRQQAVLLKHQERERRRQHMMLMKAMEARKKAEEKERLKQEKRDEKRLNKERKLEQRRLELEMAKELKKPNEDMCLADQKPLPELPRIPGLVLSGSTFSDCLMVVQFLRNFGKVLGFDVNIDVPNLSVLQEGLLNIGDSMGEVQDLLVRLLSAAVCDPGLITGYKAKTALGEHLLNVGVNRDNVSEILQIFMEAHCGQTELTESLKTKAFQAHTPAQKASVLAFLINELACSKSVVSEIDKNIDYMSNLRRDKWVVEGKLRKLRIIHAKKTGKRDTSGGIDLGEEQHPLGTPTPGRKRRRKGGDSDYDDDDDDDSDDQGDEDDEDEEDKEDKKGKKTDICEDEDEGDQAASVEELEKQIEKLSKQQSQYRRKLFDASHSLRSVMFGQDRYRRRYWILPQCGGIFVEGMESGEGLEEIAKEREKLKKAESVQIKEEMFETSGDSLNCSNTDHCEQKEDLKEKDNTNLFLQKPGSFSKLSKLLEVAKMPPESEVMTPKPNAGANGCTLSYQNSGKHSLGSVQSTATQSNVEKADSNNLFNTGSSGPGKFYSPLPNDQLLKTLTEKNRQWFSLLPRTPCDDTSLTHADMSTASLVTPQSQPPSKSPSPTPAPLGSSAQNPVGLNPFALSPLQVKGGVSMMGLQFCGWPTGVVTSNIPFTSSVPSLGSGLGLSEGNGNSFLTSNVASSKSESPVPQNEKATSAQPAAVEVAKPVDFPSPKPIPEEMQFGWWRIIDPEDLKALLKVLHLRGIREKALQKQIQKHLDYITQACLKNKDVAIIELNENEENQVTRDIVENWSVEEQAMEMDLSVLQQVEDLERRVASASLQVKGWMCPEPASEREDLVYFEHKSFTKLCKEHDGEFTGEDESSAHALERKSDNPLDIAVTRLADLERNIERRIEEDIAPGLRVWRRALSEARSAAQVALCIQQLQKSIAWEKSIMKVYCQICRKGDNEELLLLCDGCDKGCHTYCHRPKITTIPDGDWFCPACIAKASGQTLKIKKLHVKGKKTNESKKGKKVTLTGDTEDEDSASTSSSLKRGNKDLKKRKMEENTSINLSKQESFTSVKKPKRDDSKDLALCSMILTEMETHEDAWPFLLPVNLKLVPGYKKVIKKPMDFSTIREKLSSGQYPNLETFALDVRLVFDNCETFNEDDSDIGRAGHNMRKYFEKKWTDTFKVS
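Inhibition is scored as reduced AlphaScreen emission. The BAZ2B/b-H3(5-23)K14Ac complex (50 nM each) in PBS pH 7.4, 0.01% Tween-20 meets compound (up to 110 uM) for 30 min at RT before bead addition.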
HP1b binding inh – HP1-beta chromodomain-methylated histone interaction inhibition | Potency, µM (series often up to 114 µM), without a hit: at the highest dose activity change, negative = inhibition, most hits filed as inhibitors | 390,000 compounds, 0.56% hits | AlphaScreen HP1-beta / biotin-H3K9me3 peptide binding | P83916 | AID 540317; note: potency is the fitted concentration of half-maximal effect; nearly all actives have a fitted effect of over 70% in size; inactives centre near 23
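HP1-beta protein (50 nM final) preincubated 30 min at room temperature with biotinylated H3(1-18)K9me3 peptide (50 nM) in PBS pH 7.4, 0.01% Tween-20, then compound added for 30 min. AlphaScreen streptavidin donor/nickel chelate acceptor beads (10 ug/mL final), 30 min dark, luminescence read.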
ERG-DNA inh – ERG Ets/DNA interaction inhibition | fluorescence polarization, His-ERG Ets domain / labelled DNA | Potency, µM (highest dose often 76.9 µM), without a hit: at the highest dose FP activity, negative = inhibition, hits mostly inhibitors | 370,000 compounds, 0.028% hits; active = well fitted inhibition curve with a large enough effect in the polarisation, with a control signal flat; inconclusive = small, poorly fitted or top-dose-only effect, or effect the other way, or a change in a side signal; inactive = no such curve, though single readings can be large or run the other way; the % refers to the polarisation;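 note: polarization taken with two DNA probes labelled with fluorescein and Texas red; potency is the fitted concentration of half-maximal effect; % of control where 0% means no effect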
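His-tagged ERG Ets domain (1 uM in the protein solution; 300mM KCl, 50mM Tris-HCl, 1mM EDTA, 1mM DTT, pH 7.5) received compound, then a probe mix of 5 nM fluorescein-DNA and 100nM Texas-615-DNA. Fluorescence polarization was read for both dyes.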
PI4K2A inh – PI4K2A (human) kinase inhibition. Q9BTU6. purified PI4K2A, ADP-Glo luminescence, 1 h; hits give low values. activity change, negative = inhibition, % at 76.9 µM. 420,000 compounds, 0.13% hits. AID 1346378; in the data active = activity change below about -50%; inconclusive = mostly about -30% to -49%;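 note: -100% = wells without enzyme as full effect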
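PI4K2A activity was measured by ADP-Glo luminescence: enzyme (4 ug/mL stock) and phosphatidylinositol (1.2 mM stock) in Tris pH 7.5/MgCl2/EGTA/Triton X-100 buffer were reacted with ATP (300 microM stock) for one hour at ambient temperature.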
Numbers without * were called inactive; i = inactive; u = inconclusive; x = no result given; & = joins results of further samples; [ ] = another dose, or the depositor's remark. Unless noted, calls come from the whole dose curve; as a rule, active = well fitted curve in the direction sought with a large enough effect; inconclusive = small, poorly fitted or top-dose-only effect, or another doubt; inactive = no such curve, though single readings can be large; an effect the other way counts as inactive or inconclusive.

Order of values: Pin1 inh	Tb PGK inh	JMJD2A Tudor	GLS inhibitor	G9a block	BAZ2B block	HP1b binding inh	ERG-DNA inh	PI4K2A inh
1	COC(=O)c1ccc(NC(=S)NC2c3ccccc3CC2O)cc1 (centres undefined)
    -6%	-9%	-4%	0%	50µM*	1%	-7%	-10%	1
2	Cc1nc2oc3c(=O)[nH]cnc3c2c2c1COC(C)(C)C2
    1%	-5%	-31%	u	-12%	-14%	6%[57 µM]	-5%	5
3	Cc1ccc(N2C(=O)CSC23C(=O)N(CC(=O)NCCc2ccccc2)c2ccccc23)cc1 (centres undefined)
    -1%	0%	-19%	7%	-1%[59 µM]	5%[57.1 µM]	21%	-8%	-3
4	COc1cc(C2SCCS2)cc(Br)c1Oc1ncccc1[N+](=O)[O-]
    2%	-8%	u	-12%	10µM*	u	u	11%	-2
5	CCc1c(C)sc(NC(=S)N2CCN(CC)CC2)c1C(=O)OC
    1%	-1%	-20%	11%	u	-38%	8%	0%	7
6	C(=C\c1ccccc1)/CSc1nnc(-c2cccnc2)o1
    -1%	-6%	4%	0%	-35%[59 µM]	2%	22%	x	2
7	CC1(C)Cc2c(cnn2-c2ccc(F)cc2)C(NC(=O)CN2CCCC2=O)C1 (centres undefined)
    -3%	-7%	-21%	3%	38%[activator]	0%	28%	2%	-4
8	Cc1ccc(-c2nc(C)sc2CC(=O)OCC(=O)Nc2cccc([N+](=O)[O-])c2)cc1
    19%	-4%	-28%	15%	-1%[59 µM]	u	u	x	-9
9	O=C(O)CCCC(=O)Nc1ccccc1-n1ccnc1
    0%	9%	-8%	13%	-33%[12.7 µM]	-9%	14%	9%	-6
10	O=[N+]([O-])c1ccc(/C=[N+](\[O-])CCO)o1
    -9%	4%	-7%	-3%	u	-2%	43%[activator]	-1%	1
11	Cc1cccc(N2C(=S)NC3c4cc(Cl)ccc4OC2(C)C3C(=O)N(C)C)c1 (centres undefined)
    -1%	3%	-20%	0%	-47%	-4%	6%	-3%	3
12	O=C(NCc1ccc(F)cc1)c1ccc2c(c1)nc1n2CCCCC1
    -6%	i	-20%	-11%	17%[59 µM]	10%	24%[57 µM]	-1%	-1
13	COc1ccc(C(CC(=O)N2CCCC(C)C2)c2c(OC)cc(OC)c3ccc(=O)oc23)cc1 (centres undefined)
    -5%&0%	-2%	-24%&-14%	9%	-15%[59 µM]	1%	8%&23%	1%	-2
14	O=C(NC(=S)Nn1cnnc1)c1ccccc1Br
    1%	-4%	-15%	0%	-127%[59 µM]	-28%	u	0%	1
15	CCCN1CCN(C(=O)c2ccc(CS(=O)c3ccc(F)cc3)o2)CC1 (centres undefined)
    -2%	-7%	6%	-4%	-3%	-1%	30%	9%	0

3 compounds out of the list above, arranged by the number in Pin1 inh, smallest number first.
item | SMILES | Pin1 inh | Tb PGK inh | JMJD2A Tudor | GLS inhibitor | G9a block | BAZ2B block | HP1b binding inh | ERG-DNA inh | PI4K2A inh
15 | CCCN1CCN(C(=O)c2ccc(CS(=O)c3ccc(F)cc3)o2)CC1 (centres undefined) | -2% | -7% | 6% | -4% | -3% | -1% | 30% | 9% | 0
5 | CCc1c(C)sc(NC(=S)N2CCN(CC)CC2)c1C(=O)OC | 1% | -1% | -20% | 11% | u | -38% | 8% | 0% | 7
4 | COc1cc(C2SCCS2)cc(Br)c1Oc1ncccc1[N+](=O)[O-] | 2% | -8% | u | -12% | 10µM* | u | u | 11% | -2

New compounds follow.
Order of values: Pin1 inh	Tb PGK inh	JMJD2A Tudor	GLS inhibitor	G9a block	BAZ2B block	HP1b binding inh	ERG-DNA inh	PI4K2A inh
16	N=c1c(C(=O)NCC2CCCO2)cc2c(=O)n3ccccc3nc2n1CCCO (centres undefined)
    16%	4%	-15%	9%	-27%[59 µM]	0%	36%	2%	-2
17	O=C(NC1CC(=O)N(c2ccccc2)C1)c1ccc(S(=O)(=O)N2CCCC2)cc1 (centres undefined)
    -3%	-9%	-14%	8%	5%[59 µM]	2%	45%[activator]	1%	-3
18	COc1cccc(-c2nc(=S)c3c(o2)CCCC3)c1
    -2%	-9%	-19%	12%	-3%	-4%	42%[activator]	-22%	3
19	COc1ccc(C(C)=O)cc1CSc1nc2cc(C(=O)O)ccc2c(=O)n1Cc1ccccc1
    4%	-2%	-31%	0%	u	50µM*	15%	x	-1
20	COC(=O)/C=C1\N/C(=N/c2nc(C)c3cc(OC)ccc3n2)NC1=O
    7%	-4%	-16%	0%	20%	5%	29%	5%	0
21	CC(NC(=O)C1=Cc2ccccc2OC1)c1ccccc1 (centres undefined)
    2%	i	4%	3%	2%[59 µM]	0%	26%[57 µM]	7%	-1
22	Cc1nn(C(C)C(=O)NCc2ccc(Cl)cc2)c(=O)c2cc3occc3n12 (centres undefined)
    1%	2%	-8%	22%	x	1%	44%[activator]	2%	0
23	NC(=O)c1ccsc1NC(=O)c1ccc(S(=O)(=O)N2CCCCC2)cc1
    39%[activator]	-1%	-10%	4%	u	-15%	41%[activator]	16%	-1
24	COc1ccccc1NS(=O)(=O)c1cccc(C(=O)NNC(=O)c2ccc(NC(C)=O)cc2)c1
    1%	-11%	-18%	17%	11%[12.7 µM]	11%	46%[activator]	12%	1
25	CCCCOc1ccc(N(CC(=O)NCc2ccco2)C(=O)CCC(=O)Nc2nccs2)cc1
    29%	-1%	-6%	-3%	21%[59 µM]	6%	16%	-1%	-3
26	COc1ccccc1NS(=O)(=O)c1cc(NC(=O)C(C)C)ccc1N1CCCCC1
    13%	3%	u	23%	8.9µM*	x	u	-5%	1
27	Cc1ccc(C)c(-c2nc3ccc(N)cc3[nH]2)c1
    u	9%	u	1%	u	u	-12%	-6%	7
28	O=C(CSc1nc2nn(-c3ccccc3)c(=O)c-2c2n1CCCCC2)Nc1ccc(OC(F)F)cc1
    -7%	i	u	-8%	x	x	0%	14%	3
29	COc1ccccc1CNC(=O)CCC1N=C2c3ccccc3N=C(SCc3ccc(C)cc3C)N2C1=O (centres undefined)
    68%[activator]	-2%	-19%	-8%	-8%[59 µM]	-15%	23%	-5%	-2
30	CCCSc1ncc(Cl)c(C(=O)Nc2c(C(=O)Nc3ccc(C)cc3)oc3ccccc23)n1
    4%	x	-11%	-5%	8%[59 µM]	1%	41%[activator]	-7%	-1
31	Cc1ccc(NC(=O)C(c2ccccc2)N2CCN(CC(=O)N3CCOCC3)CC2)cc1 (centres undefined)
    -2%	-3%	-11%	-1%	1%[2.33 µM]	4%	25%	-3%	-4
32	COC(=O)c1sc2ccccc2c1-n1cccc1C(=O)C(=O)Nc1ccc(C)cc1
    34%[activator]	1%	-32%	-2%	x	u	3%	-1%	-3
33	O=C(CCS(=O)(=O)c1ccccc1)NNC(=O)COc1ccc(F)cc1
    8%	7%	3%	7%	x	x	46%[activator]	0%	7
34	O=C(N/N=C/c1cn(-c2cccs2)nc1-c1ccccc1)c1ccccc1O
    22%	3%	0%	5%	6%	-12%	51%[activator]	-3%	-3
35	CCOc1cc(S(=O)(=O)NCCc2cccc(C)c2)c(OCC)cc1-n1cnnn1
    0%	-7%	-18%	-1%	u	28%	22%	x	0
36	Cc1ccc(NC(=S)N2CCC(NC(=O)c3cccc(F)c3)CC2)cc1
    2%	-2%	-23%	4%	17%	-39%	9%	4%	0
37	Cc1occc1C(=O)N/N=C/c1cccc2ccccc12
    2%	5%	2%	-1%	1%	1%	2%	-4%	-10
38	O=C(Nc1ccccc1)Nc1ccccc1Br
    3%	-6%	2%	2%	5%	-9%	40%[activator]	-4%	-1
39	COc1cccc(NC(=O)CN(C)C(=O)c2c(C)nn(-c3ccccc3)c2Cl)c1
    4%	1%	-16%	0%	-11%[59 µM]	6%	28%	0%	2
40	CCC1S/C(=C(\C#N)C(N)=O)N(c2ccc(F)cc2)C1=O (centres undefined)
    1%	-1%	0%	4%	11%[59 µM]	0%	21%	-4%	1
41	COc1cccc(/C=C/C(=O)N2CC(C)OC(C)C2)c1OC (centres undefined)
    5%	-3%	1%	-5%	4%	2%	6%	-5%	0
42	COc1ccc2cc(C(=O)Nc3ccccc3)sc(=O)c2c1OC
    39%[activator]	-7%	-21%	1%	-10%[59 µM]	-3%	5%	-10%	0
43	Cc1cccc(Nc2nc(NCC3CCCO3)nc(N)c2[N+](=O)[O-])c1 (centres undefined)
    -6%	2%	-14%	8%	15%	0%	39%	-4%	-1
44	Cc1ccccc1NC(=O)CCN1C(=O)c2ccccc2Sc2ncccc21
    -2%	-12%	-24%	-10%	-13%[59 µM]	-11%	-12%	-2%	-11
45	CC(c1nccs1)N(C)C(=O)c1cn(Cc2cccc3ccccc23)nn1 (centres undefined)
    -2%	6%	-3%	-19%	-25%	4%	25%	-19%	2
46	CN(C)C(CNC(=O)c1ccc2[nH]c(=O)c(=O)[nH]c2c1)c1ccco1 (centres undefined)
    -17%	0%	-15%	8%	42%[activator][12.7 µM]	0%	30%	1%	-4
47	COc1ccc2nc(C)cc(N/N=C/c3cccc(OC)c3O)c2c1
    40%[activator]	0%	50µM*	14%	45µM*	45µM*	u	16%	1
48	CCc1noc(C)c1C(=O)Nc1cc(S(=O)(=O)N(CC)CC)ccc1N1CCCC1
    5%	-3%	-17%	16%	-38%	7%	-1%	-2%	1
